Source: PubChem (several laboratories)
KCNQ1 block = inhibitors of human KCNQ1 potassium channel. P51787. CHO-K1 KCNQ1, FluxOR thallium flux fluorescence; active compounds read high. B-score at 10 µM. 310,000 compounds, 1.3% hits;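 active means compounds whose thallium flux B-score, printed positive for inhibition, exceeds three library SD while starting fluorescence stays within three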;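 further: channel opened by potassium depolarization with thallium stimulus after 20 min compound exposure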
KCNQ1 pot = potentiators or activators of human KCNQ1 potassium channel. AID 2648. 310,000 compounds, 0.35% hits. P51787. CHO-K1 KCNQ1, thallium flux FluxOR fluorescence; active compounds read high. B-score at 10 µM;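 active means fluorescence ratio B-score, a plate-corrected score, at least three library SD, with initial intensity B-score within 5 SD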
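Doses: Single concentration per compound, DMSO matched to controls | Test system: KCNQ1-transfected CHO-K1 cells | Timing: 90 min dye loading and 20 min compound exposure, both at room temperature | Measured by: Kinetic FluxOR thallium fluorescence, 10-s 1-Hz baseline, 110-s post-stimulus read | Medium: Assay buffer with matched DMSO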
KCNK9 inh = human KCNK9 channel inhibition; 310,000 compounds, 1.2% hits; B-score at 10 µM; HEK293 KCNK9, FluxOR thallium flux fluorescence; active compounds read low;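 active means ratio B-score over 3 SD below the library mean, with starting fluorescence within 5 SD of its mean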;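 further: negative B-score means less thallium flux so channel inhibition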
KCNK3 inh = human KCNK3 channel inhibition, primary screen; O14649; 340,000 compounds, 0.84% hits; CHO-KCNK3 thallium flux, FluxOR fluorescence; active compounds read low; B-score at 10 µM; AID 602410;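 active means B-score under library mean minus 4 SD, starting fluorescence ratio at most library mean plus 5 SD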;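 further: more negative B-score means stronger inhibition of thallium flux through KCNK3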
TRPC4 inh = inhibitors of mouse TRPC4 channel; AID 2247; HEK293 TRPC4beta/mu-opioid, DAMGO-evoked Fluo4 calcium flux; active compounds read low; 300,000 compounds, 0.39% hits; B-score at 10 µM;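 active means B-score over 3 SD under the library average, no early fluorescence shift, positive overall ratio signal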
Target sequence (Q9QUQ5 whole entry, looked up): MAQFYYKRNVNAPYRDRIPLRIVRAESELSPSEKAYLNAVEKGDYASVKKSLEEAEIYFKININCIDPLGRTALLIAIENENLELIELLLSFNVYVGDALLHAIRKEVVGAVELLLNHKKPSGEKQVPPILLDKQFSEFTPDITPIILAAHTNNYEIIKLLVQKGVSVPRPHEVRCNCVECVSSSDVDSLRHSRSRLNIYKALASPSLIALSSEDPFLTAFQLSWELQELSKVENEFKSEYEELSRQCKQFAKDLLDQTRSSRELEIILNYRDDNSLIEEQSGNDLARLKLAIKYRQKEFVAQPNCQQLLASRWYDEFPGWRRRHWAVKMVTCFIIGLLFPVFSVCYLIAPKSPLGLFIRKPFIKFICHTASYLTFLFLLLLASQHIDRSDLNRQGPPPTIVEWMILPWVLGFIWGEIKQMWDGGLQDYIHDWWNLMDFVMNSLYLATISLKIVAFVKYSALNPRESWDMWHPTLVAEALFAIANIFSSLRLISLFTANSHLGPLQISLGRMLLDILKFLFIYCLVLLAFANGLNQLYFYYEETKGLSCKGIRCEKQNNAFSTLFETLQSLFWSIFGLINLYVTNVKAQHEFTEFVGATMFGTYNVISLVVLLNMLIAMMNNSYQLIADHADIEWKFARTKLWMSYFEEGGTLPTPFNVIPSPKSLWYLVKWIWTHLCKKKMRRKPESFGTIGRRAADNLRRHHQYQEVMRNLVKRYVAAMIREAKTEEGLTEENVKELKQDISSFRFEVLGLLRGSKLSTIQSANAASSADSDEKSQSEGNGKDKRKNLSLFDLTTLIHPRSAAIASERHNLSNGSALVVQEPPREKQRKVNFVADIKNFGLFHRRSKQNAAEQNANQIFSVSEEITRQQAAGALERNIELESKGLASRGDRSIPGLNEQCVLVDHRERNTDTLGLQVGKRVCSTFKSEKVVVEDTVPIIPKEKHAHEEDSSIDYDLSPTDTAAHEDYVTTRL
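Assay system: Stable TRPC4beta/mu-opioid receptor HEK293 cells | Reagent: DAMGO in two steps, submaximal then maximal | Compound dosing: Single concentration per test compound | Signal: Fluo4 Ca2+ flux fluorescence | Evaluation: Per-well B score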
TRPC4 agonist = opens the mouse TRPC4 cation channel; Q9QUQ5; HEK293 TRPC4beta/mu-opioid, Fluo4 calcium fluorescence; active compounds read high; B-score at 10 µM; 310,000 compounds, 0.49% hits;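 active means B-score above 5 SD of library B-scores, and initial fluorescence ratio not above library mean plus 5 SD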;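 further: positive B-score marks a calcium rise read as TRPC4 activation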
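Material: TRPC4beta and mu-opioid receptor HEK293 stable cells | Incubation: 45 min room-temperature Fluo4 loading, 110 s read | Detection: Kinetic Fluo4 calcium fluorescence | Measure: Integrated baseline-normalised fluorescence ratio, converted to per-well B score | Benchmarks: Low control buffer alone, high control maximal DAMGO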
TRPC4 potent = allosterically enhances the mouse TRPC4 cation channel. B-score at 10 µM. HEK293 TRPC4beta/mu-opioid, DAMGO EC20, Fluo-4 Ca2+ flux; active compounds read high. 310,000 compounds, 0.42% hits. AID 2227;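 active means B-score of calcium response area above 5 SD of library B-scores, with initial fluorescence ratio within 5 SD of library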;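 further: B-score of integrated fluorescence ratio over time as area under calcium response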
DYRK1A inh = inhibitors of rat Dyrk1A kinase. inhibition, % at 12.5 µM. Q63470. ADP-Glo luminescence, NFATc1 peptide. 310,000 compounds, 0.43% hits. AID 504441; in the data active means inhibition above about 50%;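 further: plate controls were vehicle with enzyme for no effect and no enzyme for full effect; many of its hits are not listed in these tables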
Platelet DG rel = modulates dense granule release in human platelets; human platelet-rich plasma, SFLLRN dense granule ATP release, luminescence; inhibition, %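 (compounds screened at 7.5 µM in platelet-rich plasma)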; 300,000 compounds, 0.22% hits;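 active means mean replicate score, as percent of positive control, at or above 50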
PolyA inhibitor = yeast polyadenylation inhibition | S. cerevisiae SKY197-pL101 polyadenylation reporter, beta-gal luminescence; efflux-impaired pdr1/pdr3 knockout yeast; score 100 = 6 SD above DMSO | 300,000 compounds, 0.02% hits | calls only at 12 µM;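 active means lowest replicate activity score at least 50, where 100 means six control SD above control mean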;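 further: yeast exposed to compound for 9 h at 30 °C; higher score means more reporter readthrough which indicates perturbed polyadenylation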
hERG rescue = hERG (human) protection from proarrhythmic block; Q12809; 310,000 compounds, 0.51% hits; CHO-hERG, FluxOR thallium flux, dofetilide IC70 present; activation (rescue from dofetilide block), less the hit threshold, % at 10 µM;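 active means activation above the mean of controls blocked by dofetilide plus 5 SD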;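 further: thallium influx through hERG after potassium depolarization seen as dye fluorescence rise; in these data hits start at about 4.7%; inactives centre near -7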
Active calls of the source: *; i = inactive; . = no result given.

Value order: KCNQ1 block, hERG rescue, Platelet DG rel, TRPC4 agonist, DYRK1A inh, KCNK9 inh, TRPC4 potent, KCNQ1 pot, KCNK3 inh, TRPC4 inh, PolyA inhibitor
COc1ccc(-n2nnnc2SCC(=O)Nc2ccccc2)cc1
  i, -0.5, 1.4, i, 7.6, i, i, i, i, i, i
CNC(=S)SCCOc1ccccc1C
  i, -11.2, -3.2, i, 5.2, i, i, i, i, i, i
CC1(C)CC[C@]2(CO)[C@@H](O)C[C@]3(C)C(=CCC4[C@@]5(C)CC[C@H](O)C(C)(C)C5CC[C@]43C)[C@@H]2C1 (stereo not given in full)
  i, 0.5, 3.9, i, ., i, i, 34*, ., i, i
FC(F)(F)c1ccc(CN2C[C@@H]3C(c4ccc(Cl)nc4)C4(c5ccccc5)CC3(C4)[C@H]2c2ccccc2)cc1 (stereo not given in full)
  i, -8.2, -4.6, i, 12.3, i, i, i, i, i, i
CCn1c(SC)nc(O)c(C(c2ccc(OC)c(O)c2)c2c(O)nc(SC)n(CC)c2=O)c1=O
  i, -5.2, -9.4, i, 1.7, i, i, i, i, i, i
c1ccc(-c2nccc3ccccc23)cc1
  i, -10.1, 4.1, i, -3.5, i, i, i, i, i, i
O=C1c2cccc3cccc(c23)C(=O)N1c1cccc(O)c1
  i, -1.4, -0.1, i, 1.3, i, i, i, i, i, i
CC(C)(C)NC(=O)CN(Cc1cccs1)C(=O)CCC(=O)Nc1nccs1
  i, -8.4, 6.9, i, -2.8, i, i, i, i, i, i
O=C(CN1CCN(C(c2ccccc2)c2ccccc2)CC1)N1N=CCC1c1ccccc1 (stereo not given)
  i, -4.2, 6.1, i, ., i, i, i, i, i, i
COc1cc(OC)c2c(-c3ccccc3)cc(=O)oc2c1C(CC(=O)N1CCOCC1)c1ccc2c(c1)OCO2 (stereo not given)
  i, -10.8, 0.3, i, -0.5, i, i, i, i, i, i
O=C(CCSc1nc(-c2ccco2)cc(C(F)(F)F)n1)N1CCN(c2ccccn2)CC1
  i, -8.4, 2.2, i, -4.9, i, i, i, i, i, i
CNC(=O)COC(=O)/C=C/c1nc2ccccc2s1
  i, -2.1, -0.8, i, -5.8, i, i, i, i, ., i
O=C(NCCCN1CCCC1=O)c1c(O)nc2ccccn2c1=O
  i, -5.0, 2.8, i, ., i, i, i, i, i, i
Clc1ccc(C(CCN2CCCC2)Cc2ccccc2)cc1 (stereo not given)
  i, -12.1, 21.0, i, -0.4, i, i, i, i, i, i
CC(NC(=O)NC(N)=O)(C(F)(F)F)C(F)(F)F
  i, -1.3, 1.3, i, -5.6, i, i, i, i, i, i
CCc1nnc2n1N=C(c1cccc([N+](=O)[O-])c1)CS2
  i, -3.3, -2.6, i, -5.0, i, i, i, i, i, i
CSc1ncccc1C(=O)NC1CCCCCCC1
  i, -3.9, 6.3, i, 4.6, i, i, i, i, i, i
Cc1scc(C(=O)NNC(=S)NCC2CCCO2)c1-c1ccccc1 (stereo not given)
  i, -14.6, -1.5, i, -0.6, i, i, i, i, i, i
CCOc1ccc(/C(O)=C2/C(=O)C(=O)N(CCN(CC)CC)C2c2cccs2)cc1 (stereo not given)
  i, -4.3, -2.2, i, -13.3, i, i, i, i, i, i
CC(=O)Nc1sc2c(c1C(N)=O)CCCC2
  i, -11.3, 0.6, i, 20.1, i, i, i, i, i, i
CCc1nc(N2CCN(C(=S)NCCCOC)CC2)c2c3c(sc2n1)CCCC3
  i, -14.1, -1.7, i, 3.2, i, i, i, -8.87*, i, i
Cc1nnc(SCCn2c(N3CCC(Cc4ccccc4)CC3)nc3c2c(=O)[nH]c(=O)n3C)s1
  i, -8.2, -2.7, i, ., i, i, i, ., i, i
O=C(Nc1ccccc1C(=O)N1CCCC1)c1ccccc1
  i, 1.1, -0.6, i, 0.7, i, i, i, i, i, i
CSCCC(NC(=O)C1CCC(C)CC1)C(=O)NCc1ccco1 (stereo not given)
  i, -7.9, 2.8, i, 5.6, i, i, i, i, i, i
Cc1ccc(NC(=S)Nc2cccc3ccccc23)cc1
  i, -6.0, -21.3, i, 4.9, i, i, i, i, i, i
CN(C)C(=O)CNC(=O)C1CCCCC1
  i, -4.9, -2.3, i, -1.0, i, i, i, i, i, i
COc1ccc(OC)c(/C=C/c2ccc3cccc(O)c3n2)c1
  i, -4.8, 4.5, i, 7.4, i, i, i, i, i, i
Cc1cc(=O)oc2ccc(OCC(=O)NCc3ccco3)cc12
  i, -17.4, -0.9, i, -4.3, i, i, i, i, i, i
COc1ccc(S(=O)(=O)N2CCN(C/C=C/c3ccccc3)CC2)cc1F
  i, -14.0, 1.7, i, 2.8, i, i, i, i, i, i
CC(=O)c1ccc(OCc2cc(C(=O)N(C)C(C)c3ccon3)no2)cc1 (stereo not given)
  i, -4.4, -8.8, i, 7.7, i, i, i, i, i, i
Cc1cccc(C(=O)Nc2cccc(C(=O)N/N=C/c3ccc4c(c3)OCO4)c2)c1
  i, -10.2, 1.5, i, 0.3, i, i, i, i, i, i
O=C(CCNC(=O)N1CC(=O)Nc2ccccc21)Nc1ccc(Br)cc1F
  i, -8.7, 11.4, i, -1.5, i, i, i, i, i, i
CC(=O)N/C(N)=N/c1nc2cc(C)ccc2o1
  i, -6.7, 1.9, i, 4.4, i, i, i, i, i, i
COc1ccc(N(C)C(=O)C2CCCN2S(=O)(=O)c2cccc3nsnc23)cc1 (stereo not given)
  i, -9.2, -0.9, i, -3.4, i, i, i, i, i, i
Cc1cc(C)c[n+](C2=C([O-])c3ccccc3C(=O)/C2=N\S(=O)(=O)c2cccs2)c1
  i, -10.9, -6.5, i, 2.3, i, i, i, i, i, i
N#CCC(=O)Nc1ccc(C(=O)OCC(=O)N(Cc2ccccc2)C2CCS(=O)(=O)C2)cc1 (stereo not given)
  i, -10.4, 3.7, i, -0.6, i, i, i, i, i, i
O=S(=O)(NCc1ccccn1)c1cccc2nsnc12
  i, -9.3, 11.5, i, -2.4, i, i, i, i, i, i
COc1cc(NC(=O)C(C)Oc2ccccc2)c(C(=O)O)cc1OC (stereo not given)
  i, -5.5, 2.1, i, 9.6, i, i, i, i, i, i
Cc1cc(CN(C)C(=O)c2cc(COc3ccc(F)cc3Cl)on2)n[nH]1
  i, -10.4, -3.3, i, 4.3, i, i, i, i, i, i
Cc1ccc(NC(=O)NC2CCCCCCC2)cc1
  i, -6.3, ., i, 2.5, i, i, i, i, i, .
COc1ccc(CSc2nnnn2C)cc1[N+](=O)[O-]
  i, -7.8, 4.6, i, -2.6, i, i, i, i, i, i
O=C(NCCc1cccs1)C1CC(c2ccccc2[N+](=O)[O-])=NO1 (stereo not given)
  i, -2.8, -2.8, i, 10.2, i, i, i, i, i, i
Cc1cc(C(=O)Oc2cccnc2)ccc1[N+](=O)[O-]
  i, -7.0, 2.3, i, 7.9, i, i, i, i, i, i
O=C(O)CNC(=O)c1ccc(NC(=O)/C(=C/c2ccccc2)NC(=O)c2ccco2)cc1
  i, -3.8, 6.7, i, -1.2, i, i, i, i, i, .
COC(CNC(=O)CN1C(=O)COc2ccc(S(=O)(=O)N3CCOCC3)cc21)OC
  i, -10.3, 2.4, i, 1.7, i, i, i, i, i, i
CCOC(=O)C1CCN(C(=O)Nc2ccc3c(c2)nc(C)n3C)CC1
  i, 0.4, 1.9, i, ., i, i, i, i, i, i
Cc1nc(C)c(-c2csc(Nc3cccc(O)c3)n2)s1
  i, -9.3, 4.8, i, 39.9, i, i, i, i, i, i
COc1ccc(CNC(=O)c2cc(SC)ccc2Cl)cc1OC
  i, -4.1, 4.5, i, 0.7, i, i, i, i, ., i
CCOc1ccc(NS(=O)(=O)c2ccc(OC)c(NC(=O)c3ccc4c(c3)OCCO4)c2)cc1
  i, -2.4, -6.6, i, -0.2, i, i, i, i, i, i
C=CCN1CCN(C(c2ccc(Cl)cc2)c2nnnn2CCc2ccc(OC)c(OC)c2)CC1 (stereo not given)
  i, -6.6, 2.5, i, -0.9, i, i, i, i, i, i
O=C(NCCN1CCOCC1)c1cc(Cl)ccc1Cl
  i, -1.0, -3.6, i, 1.1, i, i, i, i, i, i
O=C(Nc1cccc(S(=O)(=O)N2CCCCC2)c1)c1cnccn1
  i, -7.2, -0.1, i, 4.3, i, i, i, i, i, i
COc1ccc(NC(=O)c2cc(S(=O)(=O)N3CCCCC3)ccc2OC)cc1
  i, -4.4, 4.4, i, -3.9, i, i, i, i, i, i
CC(=O)c1ccc(N2CCN(C(=O)CCc3ccccc3)CC2)cc1
  i, -8.3, -2.4, i, 5.1, i, i, i, i, i, i
C=CCN(C(=O)CN1CCCCC1)c1nc(-c2ccccc2)cs1
  i, -1.9, -0.1, i, 4.4, i, i, i, i, i, i
CC(C)Oc1ccc(C(=O)Nc2nnc(C3=COCCO3)o2)cc1
  i, -8.2, -5.0, i, -1.9, i, i, i, i, i, i
CCn1cc(C(=O)NCc2ccccc2OC)c(=O)c2cc(S(=O)(=O)N(C)C)ccc21
  i, -5.1, 3.5, i, -1.1, i, i, i, i, i, i
COc1cc(OC)cc(C(=O)NCC2CCCN(Cc3cccc(C(C)=O)c3)C2)c1 (stereo not given)
  i, -9.9, 4.1, i, 0.8, i, i, i, i, i, i
C/C(=N\NC(=O)c1cccc(O)c1)c1ccc(NC(=O)Cc2ccccc2)cc1
  i, -3.8, 5.1, i, 4.5, i, i, i, i, i, i
Nc1c(C(=O)Nc2ccccc2)sc2nc(-c3ccco3)ccc12
  i, -10.3, 0.0, i, 4.6, i, i, i, i, i, i
O=C(NC(=S)Nc1ccc(N2CCCCC2)c(Cl)c1)c1ccc2c(c1)OCCO2
  i, -6.7, 10.4, i, -5.2, i, i, i, i, i, i
CCOC(=O)c1ccc(Oc2cc(C)nc(SC)n2)cc1
  i, 5.5*, -1.4, i, -0.2, i, i, i, i, i, i

Taken from above.
For DYRK1A inh, O=C(O)CNC(=O)c1ccc(NC(=O)/C(=C/c2ccccc2)NC(=O)c2ccco2)cc1 shows -1.2
For DYRK1A inh, O=C(CCSc1nc(-c2ccco2)cc(C(F)(F)F)n1)N1CCN(c2ccccn2)CC1 shows -4.9

A portion of the library; the hit share may differ from the screen's.
